# NSD2 inh: blocks human histone methyltransferase NSD2. actives 0.54% (n = 310,000). inhibition, % at 12.5 µM. O96028. NSD2 peptide methylation, AlphaScreen, 120 min; in the data active = inhibition above about 50%
# Wnt bcat act: Wnt/beta-catenin pathway activation | actives 1.2% (n = 300,000) | activation, % at 9.35 µM | AID 743398 | Wnt/beta-catenin reporter cell assay, activator, plate reader; in the data active = activation above about 30%, passing the limit was not always enough;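 note: 0% = neutral control wells and 100% = positive control wells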
# PvdQ inh: P. aeruginosa PvdQ acylase inhibition. actives 0.063% (n = 340,000). purified PvdQ acylase, fluorescence plate reader. inhibition, % at 10 µM. AID 488965; in the data active = inhibition above about 30%, passing the limit was not always enough;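 note: 0% = vehicle neutral wells and 100% = reference inhibitor wells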
# HTR5A ag: HTR5A agonism, opioid heterodimer counter-screen | HTR5A agonist assay, luminescence, cell-based | activation, % at 9.3 µM | actives 0.61% (n = 340,000) | AID 504692; in the data active = activation mostly above about 9.5%, no sharp cut-off; inactive = mostly below about 7.6%;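 note: 0% = cells with vehicle only and 100% = reference agonist; strong numbers were not always called active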
# Target sequence (P47898 whole entry, looked up): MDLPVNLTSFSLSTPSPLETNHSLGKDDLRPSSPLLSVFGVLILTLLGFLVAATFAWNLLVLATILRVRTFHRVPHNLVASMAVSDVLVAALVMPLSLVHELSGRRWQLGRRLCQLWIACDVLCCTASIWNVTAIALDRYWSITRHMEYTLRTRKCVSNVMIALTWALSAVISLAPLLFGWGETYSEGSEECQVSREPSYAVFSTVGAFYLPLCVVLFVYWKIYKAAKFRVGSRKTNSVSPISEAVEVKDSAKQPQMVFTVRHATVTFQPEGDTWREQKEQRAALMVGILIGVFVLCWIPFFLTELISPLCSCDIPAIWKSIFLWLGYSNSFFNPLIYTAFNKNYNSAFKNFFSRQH
# SR-BI DiI inh: inhibitors of mouse SR-BI mediated HDL lipid uptake | Q61009 | ldlA[mSR-BI] CHO cells, DiI-HDL uptake fluorescence, 3 h | inhibition, % at 12.5 µM | actives 0.96% (n = 320,000);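 active = mean replicate inhibition of at least 70% and a set share of replicates each scoring 70 or more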;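 note: 0% = median of neutral control wells and 100% = median of positive control wells; values of inactives mirror those of a sister screen read the other way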
# dFosB activator: enhances mouse delta FosB homodimer DNA binding; P13346; purified delta FosB, TAMRA-CDK5 oligo fluorescence polarization; percent of positive-control signal above neutral wells; activation, % at 25 µM; actives 0.99% (n = 340,000); AID 493131;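 active = mean activation above about 17%, with every replicate also reaching it, limit read from the data, passing the limit was not always enough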;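 note: fluorescence polarization rise as delta FosB binds a TAMRA Cdk5 AP-1 oligo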
# Target sequence (P13346 whole entry, looked up): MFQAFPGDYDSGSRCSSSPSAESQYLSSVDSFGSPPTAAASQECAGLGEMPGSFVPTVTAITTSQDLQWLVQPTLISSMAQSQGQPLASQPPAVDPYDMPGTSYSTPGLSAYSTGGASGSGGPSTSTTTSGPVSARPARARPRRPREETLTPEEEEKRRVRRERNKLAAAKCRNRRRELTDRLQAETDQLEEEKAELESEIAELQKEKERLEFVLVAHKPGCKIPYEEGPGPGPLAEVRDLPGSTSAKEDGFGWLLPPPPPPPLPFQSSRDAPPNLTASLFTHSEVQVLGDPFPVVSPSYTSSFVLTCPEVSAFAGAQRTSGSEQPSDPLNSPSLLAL
# HTR5A inv ctr: counter-screen for OPRM1-OPRD1 inverse agonists: human HTR5A inverse agonism; P47898; HTR5A cell line, luminescence; inhibition, % at 9.3 µM; actives 0.083% (n = 340,000); AID 504634; in the data active = inhibition mostly above about 23%, no sharp cut-off; inactive = mostly below about 18%;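 note: 0% = cells with DMSO and 100% = no-cell wells with DMSO; some compounds called inactive have numbers as strong as hits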
# V-ATPase pH: yeast V-ATPase proton transport regulation by pHLuorin; S. cerevisiae, pHLuorin cytosolic pH fluorescence; response, % at 10 µM; actives 0.37% (n = 350,000); AID 504577; in the data active = response mostly above about 7.3%, no sharp cut-off; inactive = mostly below about 5.4%; note: actives read high; inactives centre near 0; some compounds called inactive have numbers as strong as hits; reference of the scale not given here
# CDK5 p35 inh: blocks human CDK5/p35 kinase activity; Q00535+Q15078; inhibition, % at 10 µM; actives 0.01% (n = 330,000); Recombinant CDK5/p35, ADP-Glo luminescence, 60 min;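 active = highest replicate inhibition of at least 50% and at least 75% of replicates reaching 50%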;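 note: plate controls were DMSO neutral control for no effect and GW8510 at 10 µM for full effect; many of its hits are not listed in these tables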
# MITF TRPM1 HTS: increases MITF-driven TRPM1 promoter luciferase signal; SK-MEL-5 TRPM1-promoter luciferase, 24 h; % of positive control, neutral wells = 0; activation, % at 12.5 µM; actives 0.75% (n = 300,000);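 active = mean activation of at least 80% with every replicate also reaching 80%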;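 note: 0% = neutral control wells and 100% = parthenolide positive control wells; values of inactives mirror those of a sister screen read the other way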
# An asterisk follows results filed as active; · = not tested or not shown.
SMILES,NSD2 inh,Wnt bcat act,PvdQ inh,HTR5A ag,SR-BI DiI inh,dFosB activator,HTR5A inv ctr,V-ATPase pH,CDK5 p35 inh,MITF TRPM1 HTS
CCCOC(=O)c1ccc(Oc2cn[nH]c2-c2ccc(OCC)cc2O)cc1,-1,-6,-5,0,-11,2,-32,5,-0.5,-5
COc1cc2c(cc1OC)C(Nc1ccccc1)=NC(C)(C)C2,-1,0,5,-1,-43,-2,-1,-1,0.1,7
CN(CC(=O)Nc1ccc(C#N)cc1)CC(=O)Nc1ccc(N2CCOCC2)cc1,-2,·,9,-1,23,-1,3,-2,-1.9,-8
COc1ccc(CC(=O)O/N=C(\N)Cc2ccc(OC)c(OC)c2)cc1,-2,-1,-15,-1,-19,-1,2,-4,-0.7,2
CCOc1ccc(-n2ccnc(SCC(=O)Nc3ccc(OC)cc3OC)c2=O)cc1,-2,-2,-9,0,9,-12,-1,4,0.2,-16
COc1cccc(-c2nc(S(=O)(=O)c3ccccc3)c(N3CCOCC3)o2)c1,1,0,-2,-4,12,-1,1,2,-3.9,-3
CSc1cccc(NC(=O)/C=C/c2ccco2)c1,-1,7,-10,2,31,-12,-4,0,-0.3,27
Cc1ccc(C(=O)N(Cc2sccc2C)C2CCS(=O)(=O)C2)cc1 (stereo not given),-5,-1,-12,-4,-11,-4,-6,3,-3.2,5
Cc1cc(C)nc(-n2nc(C)c3c(C(F)F)cc(C)nc32)n1,0,-1,-13,11,·,-4,-27,3,-1.9,·
CSCCC(NC(=O)c1ccccc1Br)C(=O)NC(C)CCc1ccccc1 (stereo not given),-3,-1,10,2,-5,-6,7,5,3.1,11
CCOC(=O)c1ccc(CNC(=O)c2cc(COc3ccccc3SC)on2)o1,-3,30,0,0,55,-9,2,1,0.6,103*
Cc1cc2cc(CNC(=O)COc3ccccc3)ccc2n1C,3,-3,-9,-1,-14,-26,3,-1,-0.2,-10
COCCn1c(SCCN2CCOCC2)nc2c1c(=O)[nH]c(=O)n2C,·,0,-6,3,-10,-1,-29,6,-0.3,4
COc1cc(C(=O)N2CC(C)OC(C)C2)c([N+](=O)[O-])cc1OC (stereo not given),-1,-1,-15,-2,-4,0,5,2,-1.8,1
OCCNCCOc1ccccc1-c1ccccc1,-2,-3,17,-3,0,-5,-24,-4,-0.5,-6
CCOC(=O)C1=C(CN2CCSCC2)NC(=O)NC1c1ccc2c(c1)OCO2 (stereo not given),1,-1,-8,-1,51,0,3,-2,2.4,0
CCN1CCN(CC(O)COc2ccc3c(c2)CCC3)CC1 (stereo not given),4,-2,-4,0,-16,-4,-1,0,-2.1,4
CCCCCCN(C(=O)CCCN1C(=O)NC(c2ccc([N+](=O)[O-])cc2)C(C(=O)OCc2ccccc2)=C1C)C(C)C(=O)NCCCC (stereo not given),·,·,-17,0,37,-10,1,-2,-2.7,-22
CCC1(COC(=O)Nc2cccc(Cl)c2)COC1,-4,16,-10,0,33,-3,16,-3,1.3,·
COc1ccc(C(=O)N2CCCC(C(=O)N3CCCCCC3)C2)cc1 (stereo not given),-1,·,-15,0,-23,-1,-17,0,0.9,-4
COc1ccc(-c2nc3c4ccccc4ccn3c2CN2CCCCC2)cc1OC,4,4,-10,7,·,-10,-7,-4,0.5,0
Oc1ccc(Cl)cc1Nc1nc(NCC2CCCO2)c2ccccc2n1 (stereo not given),·,6,-10,1,14,44*,-7,-4,0.0,2
Cc1c(CCC(=O)N2CCC(C(=O)O)CC2)c(=O)oc2cc3oc4c(c3cc12)CCCC4,·,3,-8,7,-8,-4,0,0,-0.9,-45
CCCCn1c(N)c(N(CC)C(=O)c2ccc(-c3ccc(Cl)cc3)o2)c(=O)[nH]c1=O,·,4,-12,3,9,-1,-7,-2,-2.3,11
CNC(=S)N/N=C/c1ccccc1Cl,1,2,5,0,-10,1,-35,-2,1.2,7
# Additional entries.
SMILES,NSD2 inh,Wnt bcat act,PvdQ inh,HTR5A ag,SR-BI DiI inh,dFosB activator,HTR5A inv ctr,V-ATPase pH,CDK5 p35 inh,MITF TRPM1 HTS
CCOC(=O)CC1=NC(=O)CS1,0,·,-6,0,-39,3,1,3,-0.7,-5
CC(OC(=O)c1ccco1)C(=O)Nc1ncc(Cl)cc1Cl (stereo not given),-1,5,-9,0,-16,-4,-3,1,-1.9,-2
CCCCn1c(N)c(N(CCOC)C(=O)c2cc3c(s2)CCCCC3)c(=O)[nH]c1=O,5,-1,-5,-4,8,-18,-4,0,1.7,4
COc1ccc(C2CC(c3ccc([N+](=O)[O-])cc3)=NN2C(=O)c2ccccc2)cc1OC (stereo not given),4,-5,-14,1,16,-4,12,-5,-7.2,-8
Cc1ccccc1OCC(=O)NN1Cc2ccccc2C1=N,1,-7,4,2,-26,-2,3,1,1.3,-7
CC(C)NC(=S)NCc1cccs1,-4,-1,7,5,-30,-4,-14,-3,1.3,6
Cc1c(CCNC=O)cc(C)c2c3c(oc12)CCCC3,-5,24,-9,-1,24,-10,3,2,-0.5,65
COC(=O)C1=C(C)NC2=C(C(=O)C(C(=O)OC)C(c3ccc(OC)cc3)C2)C1c1ccccn1 (stereo not given),0,-5,-5,-1,24,-13,-25,3,-2.9,-9
Cc1ccccc1NS(=O)(=O)c1cc(C(=O)Nc2ccccc2-c2ccccc2)ccc1Cl,1,-7,-9,4,25,-7,12,-2,1.1,0
CC(=NNC(=S)Nc1cccc(C)c1)c1ccccn1,·,-2,-16,-3,16,-13,13,3,0.3,-71
CCc1nnc(NC(=O)CSc2ccc(-c3cccs3)nn2)s1,-2,-2,-6,1,11,-4,-2,0,-1.1,-4
COc1ccc([C@@H]2CC=C(C(=O)O)CN2S(=O)(=O)c2ccc(Cl)cc2)cc1,·,-4,-9,10,12,-3,0,0,-2.0,1
Cc1csc(NC(=O)C(C)N2C(=O)c3ccccc3S2(=O)=O)n1 (stereo not given),-2,-3,-9,3,-12,-11,5,3,0.0,8
COC(=O)c1ccccc1NC(=O)COc1ccccc1,-7,·,-13,7,6,-7,-24,-2,-0.5,16
Nc1cc(=O)[nH]c(=O)n1CCc1ccccc1,-2,1,-7,1,12,2,18,3,0.8,-10
CCOC(=O)c1ccc(N2Cc3ccccc3C2)cc1O,-1,8,63*,7,28,-11,-10,2,0.8,106*
Cc1ccc(-c2cc(C(F)F)n3ncc(C(=O)Nc4c(C)nn(Cc5ccccc5Cl)c4C)c3n2)cc1,-1,-2,-13,6,24,0,-3,0,0.5,-15
O=C(CSc1nnc(-c2c[nH]c3ccccc23)o1)NCC1CCCO1 (stereo not given),-2,4,-15,8,-8,0,5,0,0.0,-5
Cc1cc(NS(=O)(=O)c2ccccc2)c(C)c(Cl)c1O,-2,·,3,-2,1,-4,2,-9,-1.5,-6
COc1ccc(C2CC(c3ccc4ccccc4c3OC(C)=O)=NN2C(C)=O)cc1 (stereo not given),-2,58*,-15,-3,41,-12,10,-1,-0.8,·
CCC(C)(C)n1nnnc1C(c1cc2ccc(OC)cc2[nH]c1=O)N1CCc2ccccc21 (stereo not given),3,·,7,1,-2,-9,6,-1,-0.3,-11
N#Cc1ccc(CSc2nnc(-c3ccncc3)o2)cc1,1,-1,7,1,-16,0,-1,-2,-2.0,6
CC(NC(=O)c1cccc(N2CCCC2=O)c1)c1ccc2c(c1)OCCO2 (stereo not given),-1,0,-12,0,20,-11,-1,-1,-0.1,-5
CCC(CC)c1nnc(NC(=O)C2CC(=O)N(C3CCCC3)C2)s1 (stereo not given),2,-3,-7,-3,-4,-5,3,1,-1.1,-7
CCOC(=O)c1c(NC(=O)CS(=O)(=O)c2cn(CC)c3ccccc23)sc2c1CCCC2,·,-3,9,1,51,-8,-6,2,0.2,·

# Shown with values under each structure: 4 of the compounds above
# Each structure is followed by: NSD2 inh | Wnt bcat act | PvdQ inh | HTR5A ag | SR-BI DiI inh | dFosB activator | HTR5A inv ctr | V-ATPase pH | CDK5 p35 inh | MITF TRPM1 HTS
CSc1cccc(NC(=O)/C=C/c2ccco2)c1
→ -1 | 7 | -10 | 2 | 31 | -12 | -4 | 0 | -0.3 | 27
Cc1ccc(C(=O)N(Cc2sccc2C)C2CCS(=O)(=O)C2)cc1 (stereo not given)
→ -5 | -1 | -12 | -4 | -11 | -4 | -6 | 3 | -3.2 | 5
Cc1cc(C)nc(-n2nc(C)c3c(C(F)F)cc(C)nc32)n1
→ 0 | -1 | -13 | 11 | · | -4 | -27 | 3 | -1.9 | ·
CSCCC(NC(=O)c1ccccc1Br)C(=O)NC(C)CCc1ccccc1 (stereo not given)
→ -3 | -1 | 10 | 2 | -5 | -6 | 7 | 5 | 3.1 | 11

# Later entries.
SMILES,NSD2 inh,Wnt bcat act,PvdQ inh,HTR5A ag,SR-BI DiI inh,dFosB activator,HTR5A inv ctr,V-ATPase pH,CDK5 p35 inh,MITF TRPM1 HTS
CN1C(=O)CC(N2CCN(CC(N)=O)CC2)C1=O (stereo not given),-10,-1,5,8,-16,-7,-21,-1,-0.2,6
COc1ccc(C(=O)Nc2nnc(Cc3ccc(OC)c(OC)c3)s2)cc1,3,0,-1,-1,8,-1,-7,5,-0.7,11
COc1ccc(-c2cc(C)no2)cc1S(=O)(=O)NCCCN1CCN(c2ccccc2)CC1,2,-3,7,-1,20,-1,3,4,·,-3
NC(=NC1CCCCC1)NS(=O)(=O)c1ccccc1,4,0,-4,-1,-42,3,5,0,2.1,8
O=C(O)CCn1cc(/C=C/C(=O)c2ccc(Cl)cc2)c(-c2cccc(Br)c2)n1,10,-4,0,-1,-16,-7,3,5,-1.8,13
O=C(NCCCNC(=O)c1ccccn1)c1ccc(Cl)cc1,2,1,-23,18*,·,-12,-52,1,0.0,-20
CCOc1ccc(-c2cc3cc(OC)c(OC)cc3c(C)n2)cc1,-8,-2,1,-2,74*,-6,13,-3,1.6,23
O=C(N/N=C1\SCC(=O)N1CCc1ccccc1)c1cccs1,0,-1,0,1,4,-4,-2,1,0.5,-4
Cn1c(=O)c2c(ncn2CC(=O)OCC(=O)Nc2ccccc2Cl)n(C)c1=O,-2,-4,-10,-1,4,-6,4,4,-1.5,5
CCn1c(CN2CCCCC2)nc2cc(S(=O)(=O)N3CCCCC3)ccc21,1,-1,21,1,-10,-9,-2,1,0.6,0
CCC(=O)Nc1ccc(N2CCN(C(=O)c3ccccc3C)CC2)cc1,2,·,10,1,31,2,-3,3,1.9,2
Cc1nc(-c2ccc(NC(=O)Cc3ccccc3)cc2)cs1,15,4,-15,0,-6,-4,1,0,-0.4,65
O=C(NC1CCCC1)C(c1ccccc1)N(Cc1cccnc1)C(=O)Cc1cccs1 (stereo not given),0,0,-12,1,-16,-2,-4,5,0.2,0
O=c1nc(C(F)(F)F)nc2ccccn12,-10,·,0,-1,16,-3,3,2,-0.9,·
NC(=O)C1CCN(CC(O)CSc2ccc(F)cc2)CC1 (stereo not given),-3,·,-18,-3,-22,0,11,-2,0.0,8
CC(=O)Nc1ccc(NC(=O)C(=O)NCC(c2ccco2)N2CCc3ccccc32)cc1 (stereo not given),9,-5,5,11,13,1,-27,-4,0.2,-40
Cc1c(NC(=O)COC(=O)/C=C/c2cccc(Cl)c2)c(=O)n(-c2ccccc2)n1C,0,1,-14,2,-7,-12,-6,3,1.8,-4
COc1ccc(-c2noc(=O)n2Cc2cc(C)ccc2C)cc1,-3,0,-5,-2,-16,-15,17,5,-0.5,-1
CCOC(=O)c1ccc(NC(=S)N(Cc2cccnc2)Cc2ccco2)cc1,3,-1,3,3,12,-4,-7,-2,-0.7,-3
O=C(Cn1c(-c2ccccn2)nc2ccccc21)N/N=C/c1cccnc1,-1,-1,-6,·,-10,-5,·,-3,-0.2,·
Cc1cc(C)c(NC2=CC(=O)CC(C)(C)C2)c(C#N)c1,4,·,-20,6,-18,3,-21,3,0.5,-10

# Screening results as filed in PubChem.
